Screening data from PubChem.
FBW7 activator: FBW7 E3 ligase activators, primary screen, biochemical, AlphaScreen, human; F-box/WD repeat-containing protein 7 (Homo sapiens), Q969H0; AlphaScreen FBW7–phospho-cyclin E peptide binding, activator screen; normalized activity (activation), % at 26.1 µM; 0.13% of 650,000 active; in the data active means normalized activity above about 1.9%;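 further: purified mutant Fbw7 with reduced substrate affinity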
MITF primary: MITF inhibitors, primary screen, biochemical, AlphaScreen, human; Microphthalmia-associated transcription factor (Homo sapiens), O75030; AlphaScreen MITF homodimerization, bead proximity signal; inhibition, % at 2.6 µM; 0.91% of 650,000 active; AID 1259374, 2018; in the data active means inhibition above about 50%;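 further: 0% = vehicle wells with protein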
Target sequence (O75030 whole entry, looked up): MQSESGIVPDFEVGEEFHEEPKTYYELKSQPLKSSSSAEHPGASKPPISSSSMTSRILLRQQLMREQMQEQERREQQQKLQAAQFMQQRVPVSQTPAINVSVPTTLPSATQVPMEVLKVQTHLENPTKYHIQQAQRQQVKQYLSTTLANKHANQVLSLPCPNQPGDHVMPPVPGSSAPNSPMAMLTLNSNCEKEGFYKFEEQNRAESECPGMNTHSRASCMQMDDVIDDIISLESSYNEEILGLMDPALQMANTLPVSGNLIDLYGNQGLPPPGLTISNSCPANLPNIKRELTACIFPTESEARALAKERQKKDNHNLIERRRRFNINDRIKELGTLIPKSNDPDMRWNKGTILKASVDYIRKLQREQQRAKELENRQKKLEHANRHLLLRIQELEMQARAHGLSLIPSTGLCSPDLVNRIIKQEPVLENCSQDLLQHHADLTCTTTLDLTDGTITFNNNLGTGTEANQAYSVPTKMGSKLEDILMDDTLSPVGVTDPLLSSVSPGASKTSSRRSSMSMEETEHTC
TEAD-YAP inh: TEAD-YAP interaction inhibition, primary screen, TEAD-YAP interaction inhibitor project, luminescence, HEK-TIYL cells. TEAD-Gal4/YAP UAS-luciferase luminescence. inhibition, % at 9.12 µM. 1.4% of 640,000 active. AID 1259422, 2018; in the data active means inhibition above about 32%;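 further: 0% = median of test compound wells and 100% = reference inhibitor wells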
GPR151 activ: activators of human GPR151, primary screen, cell-based, PathHunter beta-arrestin, luminescence; 1% of 650,000 active; AID 1508602, 2020; PathHunter beta-arrestin GPR151 cells; activation, % at 11.2 µM; G-protein coupled receptor 151 (Homo sapiens), Q8TDV0; in the data active means activation above about 4.9%;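 further: 0% = median of compound wells and 100% = cells with positive control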
Target sequence (Q8TDV0 whole entry, looked up): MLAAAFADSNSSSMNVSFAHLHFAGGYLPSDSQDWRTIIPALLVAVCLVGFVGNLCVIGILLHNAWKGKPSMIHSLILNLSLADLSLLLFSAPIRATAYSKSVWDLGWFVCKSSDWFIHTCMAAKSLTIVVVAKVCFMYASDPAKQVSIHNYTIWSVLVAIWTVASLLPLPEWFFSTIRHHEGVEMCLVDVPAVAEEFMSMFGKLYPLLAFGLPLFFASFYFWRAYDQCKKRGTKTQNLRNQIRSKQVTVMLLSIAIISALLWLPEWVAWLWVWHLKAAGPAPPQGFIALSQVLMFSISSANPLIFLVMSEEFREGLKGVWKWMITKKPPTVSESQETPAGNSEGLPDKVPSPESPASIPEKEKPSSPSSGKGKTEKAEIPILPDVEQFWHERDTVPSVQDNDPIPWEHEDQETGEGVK
Numbers without * were called inactive.

SMILES	FBW7 activator	MITF primary	TEAD-YAP inh	GPR151 activ
CCCCSc1nnc2c(n1)OC(c1ccc(OC)c(OCC)c1)Nc1ccccc1-2 (stereo not given)	0.2	14	-14	-0.1
C(=N\Nc1nncc2ccccc12)/c1ccccn1	-0.5	82*	78*	-1.6
O=C(Nc1c(C(=O)Nc2ccc(F)cc2)oc2ccccc12)c1ccccc1	-0.2	5	0	1.5
Oc1ccccc1/C=N/n1c(-c2cccnc2)n[nH]c1=S	0.0	4	3	-0.2
CCc1ccc(OCC(=O)Nc2cccc(C#N)c2)cc1	0.1	4	-16	0.0
O=C1C(c2ccc(Cl)cc2)N(C2CCCC2)C(=O)CN1C1CCCCC1 (stereo not given)	0.2	-10	-2	0.4
CCSc1nc2c(c(=O)n1-c1ccccc1OC)SCC2	0.1	-7	-4	0.8
CC(C(=O)NCc1cccnc1)N1C(=O)c2ccccc2C1=O (stereo not given)	0.0	-2	-1	1.5
COc1ccccc1-c1cc(C(=O)Nc2sc3c(c2C(N)=O)CCC(C)C3)no1 (stereo not given)	-0.1	3	8	-0.5
Cc1c(C(=O)NN2CC(O)=C(c3ccccc3)C2=N)nc2ccccn12	0.1	12	6	0.4
Cn1c2ccccc2n2c(=O)c(=O)n(Cc3ccccc3F)nc12	0.1	11	-1	1.3
CCCCSc1nnc2c(n1)OC(c1cc(OC(C)=O)ccc1Br)N(C(C)=O)c1ccccc1-2 (stereo not given)	-0.1	5	4	1.6
CC1=C(C(=O)OCc2ccccc2)C(c2ccc(O)cc2)C2=C(CCCC2=O)N1 (stereo not given)	0.6	7	-5	0.0
CCOC(=O)c1c(NC(=O)c2ccccc2NS(=O)(=O)c2cc([N+](=O)[O-])ccc2Cl)sc2c1CCC2	0.2	8	2	-0.3
CCn1cc(CNC(=O)c2cc(Cl)ccc2OC)c(C)n1	-0.2	1	-3	-0.7
Cc1nc(-c2ccc(Cl)cc2)oc1CO	0.0	-6	-12	-1.4
CC(=O)Nc1ccc(/C(C)=N\NC(=O)c2ccccc2O)cc1	-0.1	-2	-25	0.5
Cc1ccc(C2=NN(c3ccc([N+](=O)[O-])cc3)C(c3ccc(F)cc3)C2)cc1 (stereo not given)	-0.1	0	4	1.2
O=C(Nc1cccc(Cl)c1)c1cc(O)cc(O)c1	-0.2	16	3	0.9
O=C(Nc1ccc(F)c([N+](=O)[O-])c1)c1ccc(N2CCCC2=O)cc1	0.7	8	-8	-2.2
CC1CN(C(=O)CCC(=O)NCc2ccccc2)c2ccccc2S1 (stereo not given)	0.2	0	-2	-1.6
Cc1ccc2c(Cl)c(C(=O)Nc3ccc(F)c([N+](=O)[O-])c3)sc2c1	0.0	4	3	0.0
Cc1cccc(NC(=O)c2cc(-c3ccc(C)c(C)c3)nc3c(Cl)cccc23)c1	0.7	1	12	-1.2
CC1CCc2c(sc3nc(C(C)C)nc(N4CCN(C(=O)CCl)CC4)c23)C1 (stereo not given)	0.0	1	20	0.7
NS(=O)(=O)c1ccc(NC(=O)COc2cccc(Br)c2)cc1	0.5	-4	-6	-0.3

Entries listed so far with an aryl methoxy group, in the order listed:
SMILES	FBW7 activator	MITF primary	TEAD-YAP inh	GPR151 activ
CCCCSc1nnc2c(n1)OC(c1ccc(OC)c(OCC)c1)Nc1ccccc1-2 (stereo not given)	0.2	14	-14	-0.1
CCSc1nc2c(c(=O)n1-c1ccccc1OC)SCC2	0.1	-7	-4	0.8
COc1ccccc1-c1cc(C(=O)Nc2sc3c(c2C(N)=O)CCC(C)C3)no1 (stereo not given)	-0.1	3	8	-0.5
CCn1cc(CNC(=O)c2cc(Cl)ccc2OC)c(C)n1	-0.2	1	-3	-0.7

Next part.
SMILES	FBW7 activator	MITF primary	TEAD-YAP inh	GPR151 activ
COCCN1C(=O)CC(CC(=O)NC2C3CC4CC(C3)CC2C4)(c2ccccc2C)C1=O (stereo not given)	0.1	3	-4	0.7
O=C(CCC1(Cc2cccc3ccccc23)CCC(=O)N1)NCCCc1ccncc1 (stereo not given)	0.4	-3	-2	-0.9
COc1cc(/C=N/N=C2\CC3CCC2(C)C3(C)C)cc(OC)c1OC (stereo not given)	0.1	0	-4	0.0
Cc1nnc(NC(=O)CSc2ncc(-c3ccccc3)[nH]2)s1	0.1	4	5	-0.6
Cc1ccccc1N(CC(=O)N1CCN(c2ccccc2)CC1)S(=O)(=O)c1ccccc1	-0.2	-4	10	0.1
Fc1ccc(CSc2nnc(-c3ccccc3)n2-c2ccccc2)c2ccccc12	0.0	-9	0	3.0
C=CCC(O)(CC=C)CNC(=O)CC1C(=O)NCCN1C/C=C/c1ccccc1 (stereo not given)	0.3	11	8	-1.3
COc1ccccc1C(=O)NCCCNc1nc2cc3c(cc2cc1C#N)OCO3	0.1	0	-15	-1.1
CC1=C/C(=N\S(=O)(=O)c2ccccc2)C=C(Cl)C1=O	-0.1	4	-5	0.3
COc1ccc(C2CC(C(F)(F)F)n3ncc(C(=O)Nc4ccc(F)cc4F)c3N2)cc1OC (stereo not given)	-0.1	-7	-4	0.3
CCOC(=O)c1cc(-c2ccc(Cl)cc2)nc2c1c(=O)[nH]c(=O)n2CC(C)C	0.0	6	-1	4.6
COC(=O)C1=C(C)NC(=O)NC1c1cc(OC)c(OC)cc1Br (stereo not given)	0.0	-10	0	-1.6
Cc1cc(C(=O)O)c2cc(I)ccc2n1	0.0	-4	-4	-0.6
Cc1ccccc1OCC(=O)NCc1ccccn1	0.1	6	1	1.2
COC(CNc1ncnc2c1cnn2-c1ccc(C)cc1C)OC	0.1	2	-14	1.1
COc1ccc(/C=C/C(=O)OCC(=O)N/N=C2\CC3CCC2(C)C3(C)C)cc1 (stereo not given)	0.0	5	-1	-0.7
C[C@H](O)[C@H]1NC(=O)[C@H]2CN(C(=O)Oc3ccccc3)CCN2C1=O	-0.1	9	-1	0.9
NC(=O)CSc1nc(-c2ccc(F)cc2)cc(C(F)(F)F)n1	-0.3	-9	7	0.6
O=C(CSc1ncn[nH]1)n1c2ccccc2c2ccccc21	0.3	-7	-7	0.0
CCn1nc(C)c(CNCc2ccccc2OCC(O)CN2CCc3ccccc3C2)c1C (stereo not given)	-0.2	-12	-3	2.8
CCOc1ccc(N(C(C)C(=O)Nc2cccc(Cl)c2C)S(C)(=O)=O)cc1 (stereo not given)	0.1	9	-3	0.4
CCOC(=O)C1=C(NC(=O)c2cc3ccccc3oc2=O)SC2CCCCC12 (stereo not given)	-0.2	1	-15	0.9
O=C(NCc1ccc(Cl)cc1)c1nccc2ccccc12	0.1	-2	-14	-0.8
CC(=O)N1CCc2cc(C(=O)CN3CCN(c4ccc(Cl)cc4)CC3)ccc21	0.1	-2	44*	0.9
CCOCCCNCc1ccc(OCc2ccc(Cl)cc2)cc1	0.1	-3	-23	1.1

Grouped by structure: those above with a thiophene ring, fused or not.
SMILES	FBW7 activator	MITF primary	TEAD-YAP inh	GPR151 activ
COc1ccccc1-c1cc(C(=O)Nc2sc3c(c2C(N)=O)CCC(C)C3)no1 (stereo not given)	-0.1	3	8	-0.5
CCOC(=O)c1c(NC(=O)c2ccccc2NS(=O)(=O)c2cc([N+](=O)[O-])ccc2Cl)sc2c1CCC2	0.2	8	2	-0.3
Cc1ccc2c(Cl)c(C(=O)Nc3ccc(F)c([N+](=O)[O-])c3)sc2c1	0.0	4	3	0.0
CC1CCc2c(sc3nc(C(C)C)nc(N4CCN(C(=O)CCl)CC4)c23)C1 (stereo not given)	0.0	1	20	0.7

2 records drawn at random from those above:
SMILES	FBW7 activator	MITF primary	TEAD-YAP inh	GPR151 activ
CCOC(=O)c1cc(-c2ccc(Cl)cc2)nc2c1c(=O)[nH]c(=O)n2CC(C)C	0.0	6	-1	4.6
COc1cc(/C=N/N=C2\CC3CCC2(C)C3(C)C)cc(OC)c1OC (stereo not given)	0.1	0	-4	0.0

Other compounds
SMILES	FBW7 activator	MITF primary	TEAD-YAP inh	GPR151 activ
Cc1ccc(C(=O)Nc2cc([N+](=O)[O-])ccc2C)cc1	0.0	2	-3	0.4
O=C(CCc1nc2ccccc2s1)NNC(=O)c1cc2c(s1)CCCC2	0.4	5	-1	1.9
CCOC(=O)c1sc(NC(=O)C2CC2)cc1C	-0.1	4	-15	0.8
Cc1cc(C=C2C(=O)NC(=S)NC2=O)c(C)n1-c1cccc(C(=O)O)c1	-0.4	78*	-1	1.9
Cn1c2ccccc2n2c(=O)c(NC(=O)c3ccc(F)cc3)cc(C#N)c12	0.1	19	-5	1.6
COc1cc(C(=S)N2CCOCC2)cc(OC)c1OC	0.0	-7	-20	-2.0
O=C(Nc1cccc(Cl)c1)c1cc([N+](=O)[O-])ccc1NCCO	0.2	-12	1	1.2
Cc1ccc(/C=C2/SC(=S)N(CCCCCC(=O)O)C2=O)o1	-0.3	40	39*	2.3
COc1ccccc1OCc1nnc(SCC(=O)NC(C)(C)C)n1C	0.2	0	-1	2.7
Cc1ccnc(NS(=O)(=O)c2ccc(Cl)cc2)c1	0.2	-9	3	3.2
CN1CCN(c2ccc(NC(=O)NC(=O)c3ccc(Cl)cc3Cl)cc2Cl)CC1	0.2	8	0	-0.5
Cc1cccc(NC(=O)c2sc3ncn(Cc4ccccc4Cl)c(=O)c3c2C)c1	0.4	-5	-6	0.0
Cc1ccc(C(=O)OC2CC(C)CCC2C(C)C)cc1C (stereo not given)	0.0	8	-1	0.0
O=C(Nn1c(-c2ccncc2)nc2ccccc2c1=O)c1cc(Br)ccc1Cl	0.2	6	-5	-1.3
CN1C(=O)NC(NC(=O)c2ccccc2F)(C(F)(F)F)C1=O (stereo not given)	0.0	-17	8	0.7
COc1ccc(C(=O)NCc2n[nH]c(=S)n2-c2cccc(C(F)(F)F)c2)cc1OC	-0.1	-2	-3	-1.1
O=C(O)[C@H]1CN(C(=O)c2n[nH]c3c2CCCC3)C[C@@H]1c1ccccc1F	0.0	17	8	-0.7
CCC(C)N=Cc1c(O)n(-c2ccccc2OC)c(=O)[nH]c1=O (stereo not given)	0.0	5	0	2.8
CC(=O)Nc1sc(C)c(C)c1-c1nc2ccccc2s1	0.0	12	-2	0.2
O=C(CCBr)NC(=O)Nc1ccc(Br)cc1	-0.1	-7	-2	0.0
O=S(=O)(CCSc1ncn[nH]1)c1nc2ccccc2s1	-0.1	-6	7	0.8
Cc1ccc(-n2nc3c(c2NC(=O)c2ccccc2Cl)CS(=O)(=O)C3)c(C)c1	0.4	12	5	-1.5
COCCN1CCN(C(=O)CN2N=C(C(C)(C)C)Cn3c(cc4ccccc43)C2=O)CC1	-0.2	-10	-1	-0.4
Cc1[nH]n(-c2ccc(Cl)c(C(=O)O)c2)c(=O)c1/C=C1\C=Nc2ccccc21	-0.1	6	5	2.3
COc1ccc(N2N=C(c3ccc(Cl)cc3)CC2c2ccc(Cl)cc2)cc1 (stereo not given)	0.0	-32	6	-0.2
SMILES	FBW7 activator	MITF primary	TEAD-YAP inh	GPR151 activ
Cc1ccc(CNC(=O)c2ccc(OC3CCN(S(=O)(=O)N(C)C)CC3)cc2)cc1	0.0	-1	2	-0.7
NNC(=O)CNC(=O)c1ccc(S(=O)(=O)N2CCOCC2)cc1	0.0	11	4	0.0
CN(C)C(=O)CSc1nnc(-c2cccs2)n1CCc1ccccc1	0.1	11	0	0.4
Cc1nnc2sc(NC(=O)COc3ccccc3F)nn12	0.0	1	-10	-4.6
CCN1CCN(C2=C(Cl)C(=O)N(c3ccc(I)cc3)C2=O)CC1	0.0	9	12	1.4
COc1cc(N(C)C)c([N+](=O)[O-])cc1C(=O)NC(C)c1cccc2ccccc12 (stereo not given)	0.0	5	2	-0.2
CCOC(=O)CCCN(Cc1ccc(F)cc1)S(=O)(=O)c1ccc2c(c1)OCCO2	0.1	-2	-1	-0.1
NC(=O)c1cnc(-c2cccc(N)c2)s1	-0.2	3	8	-1.2
COc1cc(Nc2nc3ccc(C(=O)NCCc4ccc(O)cc4)cc3s2)cc(OC)c1OC	-0.2	-17	10	1.9
O=S(=O)(Nc1ccc(-n2cnnn2)cc1)c1ccc2ccccc2c1	-0.1	-25	0	1.1
C#CCn1c(CCNC(=O)C(C)(C)C)nc2ccccc21	0.0	0	19	-1.1
O=c1c2sccc2nc(SCc2ccccc2Cl)n1-c1ccccc1	0.8	8	-5	-0.2
Cc1cccc(NC(C)C(=O)N/N=C/c2cc(Br)cc([N+](=O)[O-])c2O)c1 (stereo not given)	-0.3	1	6	0.5
COc1ccc(CCN2C(=O)CCC2CCNCc2cccnc2)cc1OC (stereo not given)	-0.3	6	2	0.0
O=C(O)c1ccc(N/N=C/C=C/c2ccc([N+](=O)[O-])o2)cc1	-0.2	35	-5	-0.5
COc1ccccc1CC(=O)Nc1ccccc1C(=O)O	-0.5	10	-4	-0.6
O=C(CCl)Nc1cccc2nsnc12	0.0	0	21	-0.7
CCn1cc(C(=O)NC2(c3ccc(F)cc3)CCCC2)c(C)n1	0.2	3	-11	-0.2
